AGP1-GFP MLPCN – yeast TOR pathway AGP1-GFP modulation; 320,000 compounds, 0.02% hits; GFP response vs DMSO, % at 10 µM; S. cerevisiae AGP1-GFP multiplex flow cytometry, 3 h; GFP as percent of DMSO wells;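 active = GFP response relative to DMSO above a set limit, near screen average plus 3 SD, cut at about 150% in these data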;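 note: median GFP channel fluorescence of the gated AGP1 strain per well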
GRK2 aptamer HTS – human GRK2 inhibition via aptamer displacement | AID 488847 | P25098 | bead flow cytometry, FAM-aptamer displacement from GRK2 | inhibition of aptamer binding, % at 10 µM | 330,000 compounds, 0.59% hits;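 active = inhibition of aptamer binding above 40%, roughly 3 SD of noise, on plates passing a quality check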;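 note: median bead fluorescence of bound FAM aptamer so fluorescent compounds give negative values; no value below 0 was filed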
RPL19A TOR yeast – yeast TOR pathway RPL19A-GFP modulation; S. cerevisiae RPL19A-GFP strain, flow cytometry, 3 h; hits give low values; percent response vs DMSO, % at 10 µM; 330,000 compounds, 0.3% hits; AID 2025;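 active = percent response vs DMSO below 50%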;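 note: median channel GFP fluorescence of the barcoded RPL19A-GFP strain; ratio of sample median GFP to plate DMSO average so 100% = DMSO; lower means less RPL19A-GFP as with rapamycin TOR inhibition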
MEP2 TOR yeast – yeast TOR pathway MEP2-GFP modulation | S. cerevisiae MEP2-GFP strain, flow cytometry GFP, 3 h; 100% = DMSO control level | 330,000 compounds, 0.51% hits | GFP response vs DMSO, % at 10 µM;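 active = GFP response versus DMSO above a set limit, roughly screen mean plus 3 SD, cut at about 180% in these data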;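 note: median GFP fluorescence of the barcode-gated MEP2-GFP cells per well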
LAP4-GFP MLPCN – alters LAP4-GFP fluorescence in TOR pathway yeast screen; S. cerevisiae LAP4-GFP multiplex, flow cytometry GFP, 3 h; median GFP as percent of DMSO wells; GFP response vs DMSO, % at 10 µM; 320,000 compounds, 0.34% hits; AID 2023;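 active = GFP response vs DMSO above a set limit, about the screen mean plus 3 SD, cut at about 150% in these data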
VLA-4 inh – inhibition in a human VLA-4 binding assay. VLA-4 expressing cells, ligand binding flow cytometry. inhibition, % (about 7 µM as worked out from the volumes in the protocol). P13612. 330,000 compounds, 0.2% hits. AID 2557; in the data active = inhibition above about 50%
Target sequence (P13612 whole entry, looked up): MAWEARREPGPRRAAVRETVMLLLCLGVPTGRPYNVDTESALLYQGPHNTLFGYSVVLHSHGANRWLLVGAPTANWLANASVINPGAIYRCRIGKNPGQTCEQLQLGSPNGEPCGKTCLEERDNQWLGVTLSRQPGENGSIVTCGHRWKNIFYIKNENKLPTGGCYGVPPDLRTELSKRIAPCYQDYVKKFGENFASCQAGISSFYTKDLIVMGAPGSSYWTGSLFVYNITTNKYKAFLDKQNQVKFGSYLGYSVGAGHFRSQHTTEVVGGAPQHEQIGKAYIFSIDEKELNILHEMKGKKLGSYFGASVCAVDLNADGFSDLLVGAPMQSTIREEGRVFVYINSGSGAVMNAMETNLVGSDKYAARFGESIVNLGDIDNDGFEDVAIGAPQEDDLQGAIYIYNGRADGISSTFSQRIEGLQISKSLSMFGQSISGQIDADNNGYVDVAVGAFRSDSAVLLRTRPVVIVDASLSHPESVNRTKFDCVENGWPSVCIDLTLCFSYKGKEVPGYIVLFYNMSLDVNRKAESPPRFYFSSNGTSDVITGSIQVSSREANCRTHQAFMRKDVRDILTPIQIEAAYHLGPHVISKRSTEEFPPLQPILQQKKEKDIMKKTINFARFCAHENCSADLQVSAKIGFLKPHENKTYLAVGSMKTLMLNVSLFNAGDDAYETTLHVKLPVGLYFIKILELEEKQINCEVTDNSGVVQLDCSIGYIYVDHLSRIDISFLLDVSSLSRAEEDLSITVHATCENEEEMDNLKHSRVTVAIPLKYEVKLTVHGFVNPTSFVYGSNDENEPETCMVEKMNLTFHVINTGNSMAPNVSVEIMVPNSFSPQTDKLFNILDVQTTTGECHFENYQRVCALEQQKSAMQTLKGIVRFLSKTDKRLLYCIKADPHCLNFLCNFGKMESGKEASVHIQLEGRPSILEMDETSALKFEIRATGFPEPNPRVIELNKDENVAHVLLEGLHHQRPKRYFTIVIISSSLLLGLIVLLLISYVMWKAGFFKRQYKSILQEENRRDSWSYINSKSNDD
CIT2 TOR yeast – yeast TOR pathway CIT2-GFP modulation | S. cerevisiae CIT2-GFP strain, flow cytometry, 3 h; 100 means same as DMSO wells | GFP response vs DMSO, % at 10 µM | 320,000 compounds, 0.065% hits;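 active = GFP response relative to DMSO above a set limit, near the screen mean plus 3 SD, cut at about 150% in these data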;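 note: ratio of well median GFP fluorescence to mean of DMSO wells on the plate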
Yeast superoxide – caloric restriction mimetics inhibiting age-related superoxide in yeast; S. cerevisiae aged cells, superoxide DHE fluorescence; hits give low values; 330,000 compounds, 0.18% hits; AID 2690; superoxide response (% of plate mean), % at 10 µM;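 active = superoxide response under a set limit, about three screen SD below normal, cut at about 65% in these data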;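 note: yeast aged for seven days with compound at 30 °C before DHE staining; 100% = average MFI of all compound-treated wells on the plate with controls excluded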
Active calls of the source: *; . = no result given. Not a hit list; any-hit rate near 1.7%.

(1) CCCS(=O)(=O)N1CCCC(C(=O)NCCCN2CCN(c3ccccc3F)CC2)C1 (stereo unspecified)
(2) Cc1cc(C(=O)Nc2ccc3c(c2)OCCO3)ccc1[N+](=O)[O-]
(3) Cc1sc2ncnc(NCCCN3CCCC3=O)c2c1C
(4) CC1=C(C(N)=O)C(c2cccnc2)n2nc(-c3cccc(Cl)c3)nc2N1 (stereo unspecified)
(5) COc1ccc(CN2C(=O)CSC2c2ccccn2)cc1 (stereo unspecified)
assay / compound	1	2	3	4	5
AGP1-GFP MLPCN	97	98	94	.	106
GRK2 aptamer HTS	0	0	0	0	2
RPL19A TOR yeast	100	103	91	93	99
MEP2 TOR yeast	102	106	100	97	97
LAP4-GFP MLPCN	100	90	95	95	106
VLA-4 inh	-3	25	10	5	37
CIT2 TOR yeast	102	102	106	97	102
Yeast superoxide	98	108	95	97	103

(6) CCc1ccccc1S(=O)(=O)Cc1ccc(C(=O)NCCc2ccccc2)o1
(7) Cc1ccc(SCC(=O)Nc2nnc(-c3ccco3)o2)cc1
(8) CCOc1ccc2oc(C(=O)Nc3ccc4c(c3)OCO4)c(C)c2c1
(9) O=C(COC(=O)c1ccc(Br)o1)NCc1ccc(F)cc1
(10) CC(=O)Nc1ccc(S(=O)(=O)NNC(=S)NCc2ccco2)cc1
assay / compound	6	7	8	9	10
AGP1-GFP MLPCN	99	107	98	98	102
GRK2 aptamer HTS	2	3	2	0	6
RPL19A TOR yeast	97	95	109	94	104
MEP2 TOR yeast	109	94	105	97	101
LAP4-GFP MLPCN	100	100	99	89	103
VLA-4 inh	2	6	4	14	10
CIT2 TOR yeast	100	86	101	89	105
Yeast superoxide	85	96	99	116	107

(11) Cc1ccc(NC(=O)Nc2cc(-c3ccccc3)nn2C)cc1Cl
(12) CCN(CC)S(=O)(=O)c1cccc(NC(=O)CSc2nc3ccccc3[nH]2)c1
(13) O=C(CSc1nc2ccccc2c(=O)n1Cc1ccco1)NCc1ccccc1
(14) COc1ccc(OC)c(NC(=O)C2CCN(c3cc(-c4ccccc4)nc4ncnn34)CC2)c1
(15) CCOc1cccc(C2NC(=S)NC(C)=C2C(=O)Nc2ccccc2)c1 (stereo unspecified)
assay / compound	11	12	13	14	15
AGP1-GFP MLPCN	103	114	107	.	99
GRK2 aptamer HTS	0	0	2	0	7
RPL19A TOR yeast	93	112	106	98	98
MEP2 TOR yeast	110	108	106	101	104
LAP4-GFP MLPCN	106	97	100	99	102
VLA-4 inh	17	23	-3	-7	-4
CIT2 TOR yeast	101	110	101	100	95
Yeast superoxide	97	87	93	97	113

Filtered by structure, those above with two or more sulfur atoms (2)
(10) CC(=O)Nc1ccc(S(=O)(=O)NNC(=S)NCc2ccco2)cc1
(12) CCN(CC)S(=O)(=O)c1cccc(NC(=O)CSc2nc3ccccc3[nH]2)c1
assay / compound	10	12
AGP1-GFP MLPCN	102	114
GRK2 aptamer HTS	6	0
RPL19A TOR yeast	104	112
MEP2 TOR yeast	101	108
LAP4-GFP MLPCN	103	97
VLA-4 inh	10	23
CIT2 TOR yeast	105	110
Yeast superoxide	107	87

(further entries)
(16) COc1ccc(Br)cc1S(=O)(=O)N1CC(C)OC(C)C1 (stereo unspecified)
(17) COc1ccccc1-n1c(CNC(=O)c2cccs2)n[nH]c1=S
(18) Cc1ccc2c(c1)NC(=O)C(CC(=O)NCc1ccc(F)cc1)O2 (stereo unspecified)
(19) CCOC(=O)COc1ccc2ccccc2c1/C=C/[N+](=O)[O-]
(20) O=c1c2cc(Cl)ccc2[nH]c(=S)n1Cc1cccs1
assay / compound	16	17	18	19	20
AGP1-GFP MLPCN	102	100	98	86	109
GRK2 aptamer HTS	1	0	0	2	0
RPL19A TOR yeast	97	96	95	79	109
MEP2 TOR yeast	100	95	106	84	130
LAP4-GFP MLPCN	94	103	100	230*	109
VLA-4 inh	11	10	12	37	-6
CIT2 TOR yeast	102	95	98	89	106
Yeast superoxide	106	100	93	104	94

(21) OCC1OC(Oc2c[nH]c3ccccc23)C(O)C(O)C1O (stereo unspecified)
(22) CCC(=O)N(CC(=O)Nc1sc(C)c(C)c1C(N)=O)C1CCCC1
(23) COC(=O)NNC(=O)Cc1cccc2ccccc12
(24) COc1ncc(C2=CC(=O)CC(C)(C)C2)cn1
(25) COc1ccc(-n2c(N)cc(=O)nc2SCC(=O)N2CCN(c3ccccc3)CC2)cc1
assay / compound	21	22	23	24	25
AGP1-GFP MLPCN	92	102	107	101	105
GRK2 aptamer HTS	3	0	3	0	0
RPL19A TOR yeast	103	100	105	94	103
MEP2 TOR yeast	99	99	114	93	99
LAP4-GFP MLPCN	113	105	100	91	110
VLA-4 inh	-12	-1	3	2	-23
CIT2 TOR yeast	88	101	106	96	103
Yeast superoxide	116	117	105	96	101

Results in sequence from the list.
Yeast superoxide, compounds 21 to 25, in order: 116, 117, 105, 96, 101
RPL19A TOR yeast, compounds 21 to 25, in order: 103, 100, 105, 94, 103
AGP1-GFP MLPCN, compounds 21 to 25, in order: 92, 102, 107, 101, 105

(more compounds)
(26) Cc1cc(=O)oc2cc(OCc3ccc(C(=O)OCC(=O)Nc4ccccc4OC(F)F)cc3)ccc12
(27) COc1ccc(S(=O)(=O)Nc2cccc(-c3ccc4nncn4n3)c2)c(OC)c1
(28) O=C1CSC(c2ccccc2[N+](=O)[O-])N1c1ccccc1 (stereo unspecified)
(29) CCc1sc(C(=O)N2CCc3ccccc32)cc1C
(30) COc1ccc(NS(=O)(=O)c2ccc3nc(COc4ccc(C#N)cc4)[nH]c3c2)cc1
assay / compound	26	27	28	29	30
AGP1-GFP MLPCN	100	103	.	98	94
GRK2 aptamer HTS	0	0	0	7	2
RPL19A TOR yeast	101	98	95	94	93
MEP2 TOR yeast	106	104	98	111	100
LAP4-GFP MLPCN	96	101	102	158*	92
VLA-4 inh	7	22	7	-3	2
CIT2 TOR yeast	107	106	108	86	92
Yeast superoxide	88	99	111	87	100

(31) O=C(O)CSc1nnc(COc2cccc3cccnc23)n1-c1cccc(C(F)(F)F)c1
(32) CN(Cc1ccccc1)C(=O)COC(=O)Cn1cnc2ccccc21
(33) COc1ccc(CN(CCN(C)C)Cc2ccccc2)c(OC)c1
(34) CCc1c(C(=O)O)[nH]c2ccc(Br)cc12
(35) Cc1ccnc(NC(c2ccsc2)c2ccc3ccc(C)nc3c2O)c1 (stereo unspecified)
assay / compound	31	32	33	34	35
AGP1-GFP MLPCN	106	106	102	98	82
GRK2 aptamer HTS	4	0	3	2	0
RPL19A TOR yeast	99	99	101	99	89
MEP2 TOR yeast	106	100	99	106	93
LAP4-GFP MLPCN	108	101	95	96	108
VLA-4 inh	4	-2	8	7	15
CIT2 TOR yeast	111	108	102	125	89
Yeast superoxide	107	98	91	157	95

(36) COC(=O)CNC(=O)C1Nc2ccccc2C2C=CCC12 (stereo unspecified)
(37) COc1ccc(C(=O)CSc2nnn(-c3cccc(NC(C)=O)c3)n2)cc1
(38) CN1CCN(c2nc3ccccn3c(=O)c2/C=C(\C#N)S(=O)(=O)c2ccc(Cl)cc2)CC1
(39) Cc1ccc(C(c2nnnn2CC2CCCO2)N2CCN(c3cccc(C)c3C)CC2)cc1 (stereo unspecified)
(40) CCCCNC(=O)CCn1nc(-c2ccccc2)c2ccccc2c1=O
assay / compound	36	37	38	39	40
AGP1-GFP MLPCN	81	108	.	102	87
GRK2 aptamer HTS	0	0	0	3	2
RPL19A TOR yeast	98	93	96	100	93
MEP2 TOR yeast	90	86	93	101	98
LAP4-GFP MLPCN	107	91	.	97	88
VLA-4 inh	0	7	-2	24	-8
CIT2 TOR yeast	79	104	.	101	93
Yeast superoxide	104	105	101	100	121

Results in MEP2 TOR yeast, AGP1-GFP MLPCN and Yeast superoxide, for 3 of the compounds above:
entry	structure	MEP2 TOR yeast	AGP1-GFP MLPCN	Yeast superoxide
36	COC(=O)CNC(=O)C1Nc2ccccc2C2C=CCC12 (stereo unspecified)	90	81	104
37	COc1ccc(C(=O)CSc2nnn(-c3cccc(NC(C)=O)c3)n2)cc1	86	108	105
38	CN1CCN(c2nc3ccccn3c(=O)c2/C=C(\C#N)S(=O)(=O)c2ccc(Cl)cc2)CC1	93	.	101

Following part.
(41) CC1=NN(C(=O)c2ccccc2C)C(O)(c2ccc(Cl)cc2)C1 (stereo unspecified)
(42) CCOc1ccc(S(N)(=O)=O)cc1-c1nc2c(C(C)(C)C)nn(C)c2c(=O)[nH]1
(43) O=C(O)CC1=C(c2ccc(F)cc2)CCC1=O
(44) CCOc1ccc(-c2nn3c(-c4ccccc4)nnc3s2)cc1
(45) CNC(=O)c1ccsc1NC(=O)C1CCN(S(=O)(=O)c2cccs2)CC1
assay / compound	41	42	43	44	45
AGP1-GFP MLPCN	100	104	94	70	108
GRK2 aptamer HTS	0	0	0	0	0
RPL19A TOR yeast	102	101	98	99	100
MEP2 TOR yeast	108	100	97	104	97
LAP4-GFP MLPCN	97	100	86	98	105
VLA-4 inh	0	7	27	10	8
CIT2 TOR yeast	98	98	96	111	88
Yeast superoxide	103	105	101	116	117

(46) NCCCCCNC(=O)c1nc[nH]c1C(=O)NCC(=O)OCc1ccccc1
(47) COc1ccccc1Nc1nc(NCCCN(C)C)nc(N)c1[N+](=O)[O-]
(48) COc1cc([N+](=O)[O-])cc(/C=N/N(CCC#N)C(C)=O)c1O
(49) COc1cc(NC(=O)Cn2nc(C(F)(F)F)c3c2CCCC3)cc(OC)c1OC
(50) O=C(COc1ccc(Cl)cc1Cl)N/N=C/CCc1ccccc1
assay / compound	46	47	48	49	50
AGP1-GFP MLPCN	102	100	113	109	101
GRK2 aptamer HTS	0	0	0	0	0
RPL19A TOR yeast	102	98	102	97	95
MEP2 TOR yeast	103	101	110	96	102
LAP4-GFP MLPCN	101	102	105	90	97
VLA-4 inh	-4	10	15	12	6
CIT2 TOR yeast	98	93	118	91	98
Yeast superoxide	84	97	114	89	102

(51) Cc1cccc(C)c1NC(=O)COC(=O)c1ccc(N2CCCC2)c([N+](=O)[O-])c1
(52) COc1ccc(OC)c(-c2nc(C(N)=O)c3[nH]c(=O)n(-c4ccc(F)cc4)c3n2)c1
(53) COc1ccc(OCCC(=O)OCC(=O)NCc2ccco2)cc1
(54) COc1ccccc1CNC(=O)CN(C)S(=O)(=O)c1ccc2c(c1)n(C)c(=O)c(=O)n2C
(55) CS(=O)(=O)c1ccc(Cl)c(NC(=O)CCCc2nc3ccccc3c(=O)[nH]2)c1
assay / compound	51	52	53	54	55
AGP1-GFP MLPCN	111	101	91	100	99
GRK2 aptamer HTS	1	0	9	1	0
RPL19A TOR yeast	94	98	94	98	94
MEP2 TOR yeast	116	99	97	100	97
LAP4-GFP MLPCN	130	105	90	96	99
VLA-4 inh	4	5	3	-5	-5
CIT2 TOR yeast	105	94	95	101	96
Yeast superoxide	92	102	99	96	100

(56) CCOCc1nnc(NC(=O)C2CC(=O)N(CCc3ccc(F)cc3)C2)s1 (stereo unspecified)
(57) COc1cccc(NC(=O)c2sc(Cl)nc2C)c1
(58) N#Cc1c(NC(=S)NC(=O)c2ccccc2)sc2c1CCCC2
(59) CC(OC(=O)C1CC(=O)N(Cc2ccco2)C1)C(=O)Nc1ccccc1[N+](=O)[O-] (stereo unspecified)
assay / compound	56	57	58	59
AGP1-GFP MLPCN	102	89	85	110
GRK2 aptamer HTS	0	8	0	0
RPL19A TOR yeast	102	95	90	110
MEP2 TOR yeast	100	97	104	109
LAP4-GFP MLPCN	96	85	89	101
VLA-4 inh	-1	-1	-15	5
CIT2 TOR yeast	96	90	94	116
Yeast superoxide	98	99	93	128
